Hep lipid drop: hepatic lipid droplet formation modulation; 240,000 tested, 0.4% active; AML12 mouse hepatocytes, oleate lipid droplets, BODIPY imaging; AID 1656; inhibition, % at 6.5 µM;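 active means lipid droplet intensity inhibited by at least 50%, with more than 500 cells counted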
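Material: mouse AML12 hepatocyte cell line, fixed after treatment; Timing: compound with oleate, overnight; Technique: high-content imaging of BODIPY-stained droplets and DAPI nuclei; Probe or stimulus: oleate, 100 µM final; Dosing: compound at 6.5 µM only.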
Hep lipid drop cells 6.5 µM: second read-out of Hep lipid drop, no call of its own (marks repeat the call); cell count; measured here: cell count, cytotoxicity flag;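 cells counted across two imaged fields per well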
* = called active by the depositor.

SMILES	Hep lipid drop	Hep lipid drop cells 6.5 µM
COc1cc(C(=O)NCCCCc2ccccc2)cc(OC)c1OC	-3	799
Cc1ccc(C(=O)N/C(=C/c2ccco2)C(=O)N2CCCCC2)cc1	-38	782
CCOC(=O)c1sc(N(Cc2ccccc2)C(=O)CCl)nc1C	-65	793
CCOc1ccc(NC(=O)Nc2nc3ccc(S(C)(=O)=O)cc3s2)cc1	12	807
CCn1c(SCC(=O)N(C)c2ccccc2)nc2c([nH]c3ccccc32)c1=O	5	708
O=C(c1ccc(Cl)c(S(=O)(=O)N2CCCCC2)c1)N1CCN(Cc2ccccc2)CC1	-17	650
CCc1cccc(C)c1NC(=O)Cc1ccsc1	2	757
Cc1[nH]c(C)c(S(=O)(=O)N2CCN(c3cccc(Cl)c3)CC2)c1C(=O)N1CCCC1	-1	771
C/C(CC(=O)Nc1cccc(Br)c1)=N\NC(=O)c1ccc(O)cc1O	-9	805
CCN(CC)C(=O)CNC(=O)c1nn(-c2ccc(OC)c(Cl)c2)c(=O)c2ccccc12	-4	850
Cc1ccc2[nH]c3c(=O)n(CC(=O)NCc4ccco4)ncc3c2c1	14	699
COc1ccc(N2CCN(C(=O)CCC(=O)N3Cc4ccccc4Oc4ncccc43)CC2)cc1	16	714
COc1ccccc1NC(=O)NC(=O)c1ccccc1	-19	779
COc1ccc(C(=O)N/N=C(\C)CC(=O)Nc2ccc3ccccc3c2)c(OC)c1	0	731
Cn1c(CNC(=O)CNC(=O)c2ccc(F)cc2)cc(=O)n(C)c1=O	6	757
CC(Oc1ccc2c(-c3ccccc3)cc(=O)oc2c1)C(=O)NC(Cc1c[nH]c2ccc(O)cc12)C(=O)O (configuration not stated)	-14	794
CN(C)CCNc1c2c(nc3ccccc13)CCC2	-18	722
O=C(COc1ccc2ccc(=O)oc2c1)NCCCN1CCCC1=O	-12	675
COc1ccc(-c2nn(-c3ccccc3)cc2C(=O)O)cc1N	14	777
Cc1c(C(=O)OCC(=O)NC(C)c2ccccc2)oc2ccccc12 (configuration not stated)	-31	555
O=C(CSc1ccc(-c2ccco2)nn1)Nc1ccc(F)cc1	-3	622
CN(C(=O)CN1C(=O)/C(=C/c2ccc(Cl)cc2)SC1=S)C1CCS(=O)(=O)C1 (configuration not stated)	-11	702
O=C1NCC(COc2ccc([N+](=O)[O-])cc2)O1 (configuration not stated)	-8	825
Cc1ccc(S(=O)(=O)N/N=C(\c2ccccc2)C2CC2)cc1	-16	732

One compound at a time (already shown). Order of values: Hep lipid drop, Hep lipid drop cells 6.5 µM
`CCn1c(SCC(=O)N(C)c2ccccc2)nc2c([nH]c3ccccc32)c1=O` as listed: 5, 708
`Cc1ccc(C(=O)N/C(=C/c2ccco2)C(=O)N2CCCCC2)cc1` as listed: -38, 782
`O=C1NCC(COc2ccc([N+](=O)[O-])cc2)O1` (configuration not stated) as listed: -8, 825
`COc1ccc(C(=O)N/N=C(\C)CC(=O)Nc2ccc3ccccc3c2)c(OC)c1` as listed: 0, 731
`C/C(CC(=O)Nc1cccc(Br)c1)=N\NC(=O)c1ccc(O)cc1O` as listed: -9, 805

Following part
SMILES	Hep lipid drop	Hep lipid drop cells 6.5 µM
CC(C)CCn1cnc2c1c(=O)n(CC(=O)NC(N)=O)c(=O)n2Cc1ccccc1	22	769
CC1(C)CC(=O)C=C(Nc2cccc(F)c2)C1	6	412
CCN(CC)CCCNC(=O)c1cc(Cl)c(NC(=O)C2=C(C)OCCS2)cc1OC	-5	791
c1cc2c(cc1CN1CCN(C3CCCCCC3)CC1)OCO2	-2	834
Cc1cccc2cc(C#N)c(N3CCOCC3)nc12	-1	754
CCOc1ccccc1N1CCN(C(=O)NCc2ccc(Cl)cc2)CC1	13	803
CCc1ccc(C(=O)COC(=O)CNC(=O)CNS(=O)(=O)c2ccccc2)cc1	-6	725
COc1ccc(S(=O)(=O)N2CCC(C(=O)N3CCN(C)CC3)CC2)cc1Cl	-54	771
O=C(O)CN1C(=O)/C(=C\c2ccc(OC(=O)c3ccco3)cc2)SC1=S	-9	768
O=C(c1ccc(Cl)cc1Cl)N1CCC(C(=O)N2CCOCC2)CC1	27	633
CCCCn1c(N)c(N(CC)C(=O)c2ccc(C)cc2)c(=O)[nH]c1=O	-1	757
COc1ccccc1N1CCN(/N=C\c2cccnc2)CC1	-8	783
O=C(CSc1nnc(CNC(=O)c2ccc(F)cc2)o1)NCCc1ccccc1	-1	861
CCn1cc(CN2CCC(n3nccc3NC(=O)c3ccccc3C)CC2)cn1	-13	800
CCN(CC)C1CC(=O)N(c2cccc(Cl)c2)C1=O (configuration not stated)	0	800
CC(NC(=O)C(NS(=O)(=O)c1cccc2nsnc12)C(C)C)c1ccccc1 (configuration not stated)	0	732
COc1ccc(CNC(=O)CN2C(=O)CSc3ccc(S(=O)(=O)N4CCCCC4)cc32)cc1	-10	721
O=C(NCC1CCCO1)C1CC(=O)N(c2cccc(Cl)c2)C1 (configuration not stated)	4	811
O=C1c2ccccc2NC(c2cccc(F)c2)N1Cc1ccccc1 (configuration not stated)	-1	862
CC(=O)N1N=C(c2ccccc2)CC1c1cccc([N+](=O)[O-])c1 (configuration not stated)	-2	777
O=[N+]([O-])c1cccc(S(=O)(=O)N2CCN(S(=O)(=O)N3CCOCC3)CC2)c1	-6	761
Cc1ccc(CNC(=O)C2CCCN(c3ncnc4c3nc3n4CCCCC3)C2)cc1 (configuration not stated)	-29	735
CC(CCc1ccc(O)cc1)N1CCC(Oc2ccc(C(=O)N3CCCC3)cc2)CC1 (configuration not stated)	4	698
COc1ccccc1C(=O)Nc1c[nH]c(=O)[nH]c1=O	-1	849
CCCOc1ccc(/C(O)=C2\C(=O)C(=O)N(c3ccccn3)C2c2ccccc2F)cc1C (configuration not stated)	10	854
Cc1cc(OCC(=O)NCCc2cccc(F)c2)c2c(C)cc(=O)oc2c1	2	687
CC(=O)Nc1ccc(N=Cc2c(O)ccc3ccccc23)cc1	4	838
O=C(Cn1c(NCCCO)nc2ccccc21)c1ccc(Cl)cc1Cl	-1	863
O=C(NCc1cccc(Cl)c1)c1ccncc1	29	683
Cc1cc(/C=C2\C(=N)N3N=C(CC(=O)N4CCOCC4)SC3=NC2=O)c(C)n1-c1ccccc1	-3	692
COc1ccc(C2NC(=O)NC(C)=C2C(=O)OC2CCC(C)CC2)cc1 (configuration not stated)	-1	832
COc1ccccc1N(C(=O)CNC(=O)c1ccco1)C(C(=O)NC1CCCCC1)c1ccncc1 (configuration not stated)	-30	744
Cc1ccc(S(=O)(=O)N2CN(CC3CCCO3)c3nc4ccccc4nc32)cc1 (configuration not stated)	-6	684
CC(=O)Nc1ncc(N=Nc2cccc(C(F)(F)F)c2)s1	-1	762
CC(C)(C)NS(=O)(=O)c1ccc(NC(=S)NC(=O)C2CC2)cc1	-8	826
CCOc1cc(CN2CCCCCC2)ccc1OC	-4	796

5 structures out of the list, ordered by SMILES length, smallest number first.
SMILES	Hep lipid drop	Hep lipid drop cells 6.5 µM
O=C(NCc1cccc(Cl)c1)c1ccncc1	29	683
CC(=O)Nc1ccc(N=Cc2c(O)ccc3ccccc23)cc1	4	838
O=C(Cn1c(NCCCO)nc2ccccc21)c1ccc(Cl)cc1Cl	-1	863
Cc1cc(OCC(=O)NCCc2cccc(F)c2)c2c(C)cc(=O)oc2c1	2	687
CCCOc1ccc(/C(O)=C2\C(=O)C(=O)N(c3ccccn3)C2c2ccccc2F)cc1C (configuration not stated)	10	854

Next records follow.
SMILES	Hep lipid drop	Hep lipid drop cells 6.5 µM
Cc1cc(N2C(=O)C(O)=C(C(=O)c3cc4ccccc4o3)C2c2cccc(Cl)c2)no1 (configuration not stated)	5	713
COc1ccccc1N1CCN(CC(=O)c2ccc(F)cc2)CC1	0	808
O=C(Nc1nnc(Cc2ccccc2)s1)C1CCN(C(=O)c2ccco2)CC1	-3	841
COCCn1c(N)c(N(Cc2ccccc2)C(=O)CN2C(=O)NC(C)(c3ccccc3)C2=O)c(=O)[nH]c1=O (configuration not stated)	12	830
CC1(NC(=O)Nc2cccc3ccccc23)CCS(=O)(=O)C1 (configuration not stated)	8	542
COc1ccc(CCNC(=O)Cn2ccc3cc(S(=O)(=O)N4CCCC4)ccc32)cc1OC	-9	752
Cc1ccc(CNC(=O)C(=O)NCC2OCCCN2S(=O)(=O)c2cccs2)cc1 (configuration not stated)	18	661
CCOc1ccc(C(=O)CCC(=O)N(CC)CC(=O)NCc2ccc(Cl)cc2)cc1	2	838
COc1cc(/C=C2/SC(=S)N(Cc3ccccc3)C2=O)ccc1OS(C)(=O)=O	-2	751
Cc1nn(-c2ccc(N3CCOCC3)nn2)c(C)c1CCC(=O)NCc1ccccc1	16	686
CN(C)CCCn1c(SCc2c(Cl)cccc2Cl)nnc1-c1ccncc1	-4	784
O=C(COC(=O)C1=COCCO1)Nc1cccc(S(=O)(=O)N2CCOCC2)c1	4	739
Cc1cc(C)c(CN2CCC(n3nccc3NC(=O)c3ccccc3Cl)CC2)cc1C	-8	635
COc1cccc(/C=N/NC(=S)NCCc2ccccc2)c1OC	-8	712
O=S(=O)(NCC1CCCO1)c1ccccc1 (configuration not stated)	-5	798
COc1ccccc1NS(=O)(=O)c1cccc(C(=O)NCc2ccccn2)c1	1	820
C/C(=N\NC(=O)c1cc(O)ccc1O)c1cccc(NC(=O)c2ccc(Cl)cc2)c1	-16	628
Cc1ccccc1CN1CCCC(C(=O)Nc2ccccc2Oc2cccnc2)C1 (configuration not stated)	-21	744
O=C(CSc1nnc(CNC(=O)c2ccco2)o1)Nc1ccc(OC(F)(F)F)cc1	3	678
CC(C)c1ccccc1NC(=O)COC(=O)c1cccnc1	-5	774
COC(=O)C1CCCN1C(=O)C12CC3CC(CC(C3)C1)C2 (configuration not stated)	8	815
COc1cc(CCC(=O)Nc2ncc(C)s2)cc(OC)c1OC	-11	738
COc1ccc(NC(=O)CSc2nnc(C)c3ccccc23)cc1	-7	671
CCc1ccc(-c2cc(C)no2)cc1S(=O)(=O)N1CCOc2ccc(C)cc21	-34	695
CC(C)(C)N(CC(=O)NC1CCCCC1)C(=O)CS(=O)CC(=O)Nc1ccc(F)cc1 (configuration not stated)	0	741
O=C(Cc1ccc(NC2=NC3CS(=O)(=O)CC3S2)cc1)N1CCN(c2ccc(F)cc2)CC1 (configuration not stated)	-11	732
CC(C)c1ccc(NC2CCCN(C(=O)CCCn3cncn3)C2)cc1 (configuration not stated)	1	815
CC(C)N1CCN(Cc2ccc(-c3ccccc3)cc2)CC1CCO (configuration not stated)	-1	833
COc1ccc(-n2nc3c(c2NC(=O)C2CC2)CS(=O)(=O)C3)cc1	-2	727
O=C(N/C(=C\c1ccc(O)cc1)C(=O)N1CCCCC1)c1ccccc1	-12	854
COc1ccc(CNC(=O)C2CCC(CNS(=O)(=O)c3ccc(C)cc3)CC2)cc1 (configuration not stated)	1	788
COc1cc(OC)c(C2NC(=O)CCC2[N+](=O)[O-])cc1OC (configuration not stated)	-3	821
Cc1ccnc(NC(=O)Cc2c(F)cccc2Cl)c1	-6	872
CCc1ccc(N2CC(C(=O)Nc3ccc(S(=O)(=O)Nc4nccs4)cc3)CC2=O)cc1 (configuration not stated)	-4	802
C/C(CC(=O)Nc1ccc(N(C)C)cc1)=N\NC(=O)c1ccc(F)cc1	1	768
CCOCCc1c(O)nc(SCC(=O)N2CCOCC2)[nH]c1=O	6	821

In another format: two of the compounds above
| molecule | Hep lipid drop | Hep lipid drop cells 6.5 µM |
| --- | --- | --- |
| COc1ccc(CNC(=O)C2CCC(CNS(=O)(=O)c3ccc(C)cc3)CC2)cc1 (configuration not stated) | 1 | 788 |
| COc1cc(OC)c(C2NC(=O)CCC2[N+](=O)[O-])cc1OC (configuration not stated) | -3 | 821 |

Other results
SMILES	Hep lipid drop	Hep lipid drop cells 6.5 µM
O=[N+]([O-])c1cc([N+](=O)[O-])c(Oc2ccccc2F)cc1NN1CCCCC1	0	779
COc1ccccc1CNC(=O)COc1ccc(S(=O)(=O)N2CCOCC2)cc1C	-7	810
CC(NC(=O)c1ccc2ccccc2n1)c1ccccc1 (configuration not stated)	-15	831
CCOc1cc(C2NC(=O)NC(C)=C2C(=O)OCC2CCCCC2)ccc1O (configuration not stated)	-3	836
COc1ccc(-n2c(C)ccc2-c2ccccc2)cn1	-8	810
CCOC(=O)N1CCN(C(=O)CN(C)S(=O)(=O)c2ccc(F)cc2)CC1	1	807
CCCC(=O)Nc1nn(CC)c2nc3ccc(C)cc3cc12	-24	761
Cc1cc(-c2nnc(SCC(=O)Nc3ccc(S(N)(=O)=O)cc3)n2N)n[nH]1	11	715
CCC(=O)NCc1ccc(-c2nc3ncccc3o2)cc1	-2	864
CC(=O)Nc1ccc(S(=O)(=O)Nc2nccs2)cc1	1	843
COc1ccc(/C=N/NC(=O)c2ccc3nc[nH]c3c2)c(OC)c1	6	695
COc1ccc(CNC(=O)CNS(=O)(=O)c2cccs2)cc1	-3	807
Cc1ccc(OCc2cc(C(=O)N(C)Cc3cnn(-c4ccccc4C)c3)no2)cn1	-4	700
Cc1cccc(C)c1NC(=O)CNC(=O)c1ccncc1	3	810
CS(=O)(=O)Nc1ccc(C(=O)Nc2ccc(S(=O)(=O)Nc3nccs3)cc2)cc1	8	833
CC(Oc1ccc2c3c(c(=O)oc2c1)CCCC3)C(=O)NCc1ccncc1 (configuration not stated)	-19	740
Cc1sc2ncnc(N3CCN(S(=O)(=O)c4ccc(Br)cc4)CC3)c2c1C	-44	632
CC(c1ccccc1)c1nnc(NC(=O)Nc2ccccc2)s1 (configuration not stated)	-7	827
CC(C)NS(=O)(=O)c1ccc(OCC(=O)NC2CCCCCC2)cc1	-5	818
CC(C)Cc1ccccc1S(N)(=O)=O	-2	754
Cc1ccc([N+](=O)[O-])cc1NC(=O)CSc1nncn1-c1ccccn1	-10	804
CCOC(=O)C1CCN(C(=O)COc2ccc(S(=O)(=O)N3CCOCC3)cc2)CC1	-14	669
Cc1csc(NC(=O)C2CSC3(C)CCC(=O)N23)n1 (configuration not stated)	3	836

High-throughput results (PubChem)

These rows are one share of the data; count on the stated rates, not on these rows.
